CHT inh: inhibits the human high affinity choline transporter; CHT-expressing cells, membrane potential dye, choline response; stronger effect = lower value; B-score at 10 µM; 310,000 tested, 0.86% active; Q9GZV3;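 active = B-score over 3 SD under the library average, and starting fluorescence ratio not unusually high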;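 also: choline stimulus applied at its EC90 after an EC20 pre-addition; B-score computed on integrated fluorescence ratio after choline addition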
Target sequence (Q9GZV3 whole entry, looked up): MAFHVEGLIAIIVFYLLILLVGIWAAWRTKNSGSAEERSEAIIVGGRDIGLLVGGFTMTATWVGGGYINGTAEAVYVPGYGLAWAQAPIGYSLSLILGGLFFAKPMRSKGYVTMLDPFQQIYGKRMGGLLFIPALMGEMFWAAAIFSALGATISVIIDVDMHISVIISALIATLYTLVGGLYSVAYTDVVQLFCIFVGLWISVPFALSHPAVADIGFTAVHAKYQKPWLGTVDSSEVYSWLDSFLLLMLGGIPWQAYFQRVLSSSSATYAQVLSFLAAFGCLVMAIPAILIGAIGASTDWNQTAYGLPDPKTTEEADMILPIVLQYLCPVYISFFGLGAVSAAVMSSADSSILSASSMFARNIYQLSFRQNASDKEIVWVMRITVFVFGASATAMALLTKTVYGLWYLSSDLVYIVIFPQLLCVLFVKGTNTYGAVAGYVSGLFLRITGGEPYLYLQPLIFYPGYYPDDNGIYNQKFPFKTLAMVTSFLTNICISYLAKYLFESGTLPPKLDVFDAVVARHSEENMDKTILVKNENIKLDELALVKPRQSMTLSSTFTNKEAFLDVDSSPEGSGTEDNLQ
CHT allo act: allosteric activators of human choline transporter CHT; Q9GZV3; CHT-expressing cells, membrane potential dye, choline EC20; stronger effect = higher value; LV-AA mutant CHT in HEK293 cells; B-score at 10 µM; 310,000 tested, 0.49% active;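 active = initial fluorescence not abnormally high and integrated response B-score, plate-corrected, over 3 SD above library mean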
Numbers without * were called inactive; i = inactive.

SMILES | CHT inh | CHT allo act
CCCCCC(=O)Nc1ccc(-c2nnc3n2CCCCC3)cc1 | i | i
Cc1cccc(OCCCC(=O)Nc2ccc(S(=O)(=O)Nc3onc(C)c3C)cc2)c1 | i | i
COc1ccc(NC(=O)NC(C)c2ccc3c(c2)OCO3)c(OC)c1 (stereo not given) | i | i
COC(=O)c1ccc(N(CC(=O)NC2CCCCC2)C(=O)CNC(=O)c2ccco2)cc1 | i | i
Cn1cccc1CC(=O)NNC(=O)Nc1ccc(Cl)cc1 | i | i
CC1CCN(C(=O)C2CCN(c3nnc(-n4cccc4)s3)CC2)CC1 | i | i
CCCN1CCN(CCCNC(=O)CN2C(=O)COc3ccccc32)CC1 | i | i
Cc1ccc2nc(SCC(=O)NC3CCCc4ccccc43)[nH]c2c1 (stereo not given) | i | i
CCOC(=O)CSc1nnc(CNc2ccc(F)cc2)o1 | i | i
CC1=CCC(C(=O)O)C(C(=O)Nc2nc3ccc(S(C)(=O)=O)cc3s2)C1 (stereo not given) | i | i
CCOc1ccccc1CNC(=O)CCN1C(=O)COc2ccccc21 | i | i
O=C(COc1ccc(Cl)cc1Cl)Nn1c(=S)[nH]c2ncccc2c1=O | i | i
CO[C@H]1O[C@H](CBr)[C@@H](OC(=O)c2ccccc2)[C@H](O)[C@H]1O | i | i
Cc1[nH]c(C)c(S(=O)(=O)N2CCC(C)CC2)c1C(=O)N1CCCC1 | i | i
O=C(CSc1nnc(CNC(=O)c2ccc(F)cc2)o1)Nc1nccs1 | i | i
FC(F)(F)c1nnc2ccc(N3CCCCC3)nn12 | i | i
COc1cccc(C(=O)NC2CCCN(C3Cc4ccccc4C3)C2)c1OC (stereo not given) | i | i
S=C(Nc1ccccn1)NC1CCCCC1 | i | i
Cc1noc2ncnc(Oc3ccc4ccccc4c3)c12 | i | i
Cc1ccc2cc(CN(Cc3ccco3)C(=O)NC3CCCCC3)c(=O)[nH]c2c1C | i | i
COc1cc(OC)c2cc(C(=O)N/N=C/c3cccc(OC)c3O)[nH]c2c1 | i | i
CCOC(=O)c1[nH]c(C)c(C(=O)NCCN2CCOCC2)c1C | i | i
CN(CC(=O)Nc1cccc(F)c1)C(=O)CC1CC2CCC1C2 (stereo not given) | i | i
COC(=O)c1ccc(C(=O)Nc2cc(Cl)ccc2Cl)cc1NC(=O)c1ccccc1C | i | i

Exported with values under each structure: part of the list above
Below each SMILES – CHT inh	CHT allo act
- COC(=O)c1ccc(N(CC(=O)NC2CCCCC2)C(=O)CNC(=O)c2ccco2)cc1
  i	i
- Cn1cccc1CC(=O)NNC(=O)Nc1ccc(Cl)cc1
  i	i

Next entries follow.
SMILES | CHT inh | CHT allo act
O=C(CCC(=O)Nc1nnc(C2CCCCC2)s1)NCc1cccs1 | i | i
O=C(/C(=N/N=C/c1ccc(O)c(O)c1O)c1ccccc1)c1ccccc1 | i | i
COC(=O)c1cccnc1-n1c(=O)c2cccnc2n(Cc2cccc([N+](=O)[O-])c2)c1=O | i | i
CCn1c(C)nc2cc(C(=O)NNC(=O)c3ccc(Cl)nc3)ccc21 | i | i
CCCCCOC(=O)c1ccccc1C(=O)O | i | i
O=C(CN1CCC(n2nnc3cc(F)ccc32)CC1)NCCc1ccccc1 | i | i
N#C/C(=C\c1ccc(-c2ccc(S(=O)(=O)N3CCOCC3)cc2)o1)C(=O)NC1CC1 | i | i
CCOC(=O)c1c(C)n(-c2ccccc2)c2ccc(O)c(CN(C)C)c12 | i | i
Cc1cccc(C(=O)NC(=S)Nc2c(C)n(C)n(-c3ccccc3)c2=O)c1 | i | i
O=C(CN1CCCCC1)Nc1ccccc1Oc1ccccc1 | i | i
CCCCCCS(=O)[C@H]1CS(=O)(=O)C[C@@H]1S(=O)CCCCCC (stereo not given in full) | i | i
COC(=O)Cc1nc2ccccc2[nH]1 | i | i
CCCNC(=O)c1c(O)c2c([nH]c1=O)CCCC2 | i | i
Cc1ccc(NC(=O)/C(=C/c2cccs2)NC(=O)c2ccco2)cc1 | i | i
O=C(Nc1ccc(Cl)c(Cl)c1)c1ccc(Cn2c(=O)[nH]c3ccsc3c2=O)cc1 | i | i
O/N=C/C1=C(Cl)c2ccccc2CC1 | i | i
CN1C(C(=O)Nc2cccc(O)c2)=CC(c2cccs2)=NS1(=O)=O | i | i
Cc1cc2nc(-c3ccc(SCC(=O)N4CCN(C(=O)c5ccco5)CC4)nc3)[nH]c2cc1C | i | i
Nc1c2c(nc3ccccc13)N(c1ccccc1)CC2 | i | i
Cc1nc2ccccc2c2oc(C(=O)NCc3ccc4c(c3)OCO4)cc12 | i | i
NS(=O)(=O)c1ccc(NC(=O)COC(=O)c2cn(-c3ccccc3)nc2-c2ccccc2)cc1 | i | i
O=C(CCS(=O)(=O)Cc1ccc(Cl)cc1)NCCCN1CCOCC1 | i | i
Cc1onc(-c2ccccc2Cl)c1C(=O)Nc1ncn[nH]1 | i | i
CCC(=O)N(Cc1cc2cc(OC)ccc2[nH]c1=O)c1ccccc1C | i | i
O=C(C1CCN(S(=O)(=O)c2ccc(F)cc2)CC1)N1CC=C(c2ccccc2)CC1 | i | i
O=C(Cc1ccc(F)cc1)c1ccc(O)cc1O | i | i
CC(=O)n1nc(-c2cccnc2)nc1N | i | i
CCCOc1ccc(-c2cc(C(F)(F)F)c(C#N)c(SCC(=O)O)n2)cc1 | i | i
Cc1ccc(OCC(=O)Nc2ccc(N3CCN(S(C)(=O)=O)CC3)cc2)cc1 | i | i
COc1cc(NC(=O)CSc2ccccc2)c(C(=O)O)cc1OC | i | i
O=C(Nc1ccncc1)Nc1ccncc1 | i | 10*
COc1ccc2c(c1)C(=O)[C@H](O)[C@@H](c1ccc(OC)c(Br)c1)O2 | i | i
COc1ccc(-n2cc(CNCCCn3ccnc3)c(-c3cccc(F)c3)n2)cc1 | i | i
COc1cccc(-c2cc(C(=O)Nc3ccccc3)c3ccccc3n2)c1 | i | i
CCOC(=O)C1(CCOc2ccccc2)CCN(C(=O)c2ccc(-n3cccn3)cc2)CC1 | i | i
CN(CC(=O)Nc1cccc(F)c1)C(=O)CCCNC(=O)c1ccc(Cl)cc1 | i | i
Cc1cc(C)n(CC(O)COc2ccc(C(C)(C)C)cc2)n1 (stereo not given) | i | i
CNC(=O)NC(=O)C(c1ccccc1)N(C)CC1COc2ccccc2O1 (stereo not given) | i | i
OCCNc1nc2ccc(Cl)cc2[nH]1 | i | i
COc1cccc(-c2nc(C(=O)NCC3CCCO3)cc3c2[nH]c2ccccc23)c1 (stereo not given) | i | i
COc1ccc(C2C=C(c3ccc(Br)s3)Nc3ncnn32)cc1OC (stereo not given) | i | i
O=C(COc1ncnc2c(Cl)cc(Cl)cc12)N1CCCCC1 | i | i
CC(C)CC(=O)NC(Nc1ccccc1F)C(Cl)(Cl)Cl (stereo not given) | i | i
O=C(Nc1ccc(S(=O)(=O)N2CCCc3ccccc32)cc1)C1CCCO1 (stereo not given) | i | i
O=c1ccc2cc(S(=O)(=O)N3CCN(c4ccccc4F)CC3)ccc2[nH]1 | i | i
Cc1ccc(OC(=O)c2cccnc2)cc1 | i | i
Cc1cc(=O)oc2c3c(cc(OCC(=O)NC(C)C)c12)OC(C)(C)CC3 | i | i
COc1ccccc1NC=C1C(=O)OC2(CCCCC2)OC1=O | i | i
Cc1ccc(C(=O)NC(C)c2ccccc2)cc1S(=O)(=O)N1CCOCC1 (stereo not given) | i | i
Cc1cc(NC(=O)c2ccno2)no1 | i | i
CS(=O)(=O)N(CC(=O)N1CCOCC1)c1ccccc1Br | i | i
CCOc1cc2[nH]c(=O)n(CCc3ccc(OC)c(OC)c3)c(=O)c2cc1OCC | i | i
CCN1C(=O)c2cccc3c(S(=O)(=O)Nc4c(C)n(C)n(-c5ccccc5)c4=O)ccc1c23 | i | i
Cc1c(NC(=O)C(C)OC(=O)COc2cccc3c2OC(C)(C)C3)c(=O)n(-c2ccccc2)n1C (stereo not given) | i | i
COc1ccc2nc(SCC(=O)Nc3ccccc3C)[nH]c2c1 | i | i
CC(C)OC(=S)N/C(=N\S(=O)(=O)c1ccccc1)c1ccccc1 | i | i
CCN(CC)S(=O)(=O)c1ccc(C(=O)OCCN2C(=O)CCC2=O)cc1 | i | i
CC(C)(C)OC(=O)N/N=C/c1ccc(C(=O)O)cc1 | i | i
COc1ccc(-c2ccc3nnc(SCC(=O)Nc4ccc(NC(C)=O)cc4)n3n2)cc1 | i | i
Cc1c(C)c2ccc(O)c(CN3CCCC3)c2oc1=O | i | i
The listing continues.
SMILES | CHT inh | CHT allo act
Cn1c(CNC(=O)OC(C)(C)C)nnc1SCc1c(Cl)cccc1Cl | i | i
CCN(CC)S(=O)(=O)c1ccc(N2CCOCC2)c(NC(=S)NC(=O)c2ccco2)c1 | i | i
O=C(CN(C(=O)CCC(=O)Nc1ccccn1)c1ccc(F)cc1)NCc1ccc(F)cc1 | i | i
O=C(CC1SC(N2CCCCC2)=NC1=O)Nc1cccc(C(F)(F)F)c1 (stereo not given) | i | i
CSc1nncc(/C(C)=N/O)n1 | i | i
CCOCCCn1c(SCC(=O)Nc2ccc3[nH]c(=O)[nH]c3c2)nc2ccccc2c1=O | i | i
N#Cc1ccc(/C=N/NC(=S)Nc2ccc(S(=O)(=O)N3CCOCC3)cc2)cc1 | i | i
CCc1ccc(N(CC(=O)NC2CCCC2)C(=O)CCC(=O)Nc2ccccn2)cc1 | i | i
COC(=O)c1ccc(-c2ccc(/C=N/N3C(=O)C4C5C=CC(CC5)C4C3=O)o2)cc1 (stereo not given) | i | i
COc1ccc(N(CC(=O)Nc2nccs2)S(=O)(=O)c2c(C)[nH]c(=O)[nH]c2=O)cc1 | i | i
COc1cccc(CN(C(=O)/C=C/c2ccco2)C2CCS(=O)(=O)C2)c1 (stereo not given) | i | i
COC(=O)C1(C)CCC(C(=O)Nc2ccccc2)C1(C)C (stereo not given) | i | i
COC(=O)c1cc2occc2n1CC(=O)N(C)C1CCCCC1 | i | i
Cc1[nH]n(-c2ccc(Cl)cc2)c(=O)c1C=Nc1ccc(S(=O)(=O)N2CCOCC2)cc1 | i | i
COc1cccc(CNc2cc(C)ccn2)c1O | i | i
COc1ccc(C(=O)N/C(=C\c2ccc3c(c2)OCO3)C(=O)NCCc2nc3ccccc3[nH]2)cc1 | i | i
COc1cc(CCC(=O)OCC(=O)Nc2cccc(S(N)(=O)=O)c2)cc(OC)c1OC | i | i
CC1(C)CC(=O)N(c2ccccc2)C1(C)O (stereo not given) | i | i
O=c1c2ccccc2sn1-c1cc(S(=O)(=O)N2CCOCC2)ccc1N1CCCC1 | i | i
Cc1cc(C)cc(NC(=O)N2c3ccccc3NC(=O)CC2C)c1 (stereo not given) | i | i
Cc1ccc(-c2csc(N3CCC(C(N)=O)(N4CCCCC4)CC3)n2)cc1 | i | i
CCCc1nn(C)c(C(=O)Nc2cccc(CC)c2)c1Cl | i | i
Cc1ccc(C)c(-n2cc(CNC(C)Cn3cncn3)c(-c3ccccc3)n2)c1 (stereo not given) | i | i
O=C(Cc1cn2ccsc2n1)Nc1ccccc1Oc1ccccc1 | i | i
CC(=O)N1C(=O)N(C(C)=O)C2C1N(C)C(=O)N2C(C)=O (stereo not given) | i | i
O=C(CSc1nncn1-c1cccnc1)N1CCOCC1 | i | i
O=C(Nc1cccc(F)c1)N1C2CCC1CC(O)(c1cccnc1)C2 (stereo not given) | i | i
COC(=O)c1sc2nc3c(cc2c1N)CCCC3 | i | i
COc1ccc(C(=O)COC(=O)c2ccccc2NS(=O)(=O)c2ccc(O)c([N+](=O)[O-])c2)cc1 | i | i
CCN(CC)S(=O)(=O)c1ccc(N2CCN(S(=O)(=O)c3ccc4c(c3)OCCO4)CC2)nc1 | i | i
Cc1ccc(CN(C(=O)c2ccccc2C)C2CCS(=O)(=O)C2)o1 (stereo not given) | i | i
N#CC1=C(N)OC2=C(C(=O)CCC2)C12C(=O)N1CCCc3cccc2c31 (stereo not given) | i | i
O=C(O)/C=C/C(=O)Nc1ccc(C(=O)c2ccccc2)cc1 | i | i
Cc1ccc(-c2onc3ccc(Br)cc23)cc1 | i | i
Cc1ccc2c(COC(=O)CC3Sc4ccccc4NC3=O)cc(=O)oc2c1C (stereo not given) | i | i
c1ccc(CN2CCOCCOCCOCCOCCOCCOCC2)cc1 | i | i

Compounds shown so far that have an aryl thioether with sulfur outside any ring (twelve):
SMILES | CHT inh | CHT allo act
Cc1ccc2nc(SCC(=O)NC3CCCc4ccccc43)[nH]c2c1 (stereo not given) | i | i
CCOC(=O)CSc1nnc(CNc2ccc(F)cc2)o1 | i | i
O=C(CSc1nnc(CNC(=O)c2ccc(F)cc2)o1)Nc1nccs1 | i | i
Cc1cc2nc(-c3ccc(SCC(=O)N4CCN(C(=O)c5ccco5)CC4)nc3)[nH]c2cc1C | i | i
CCCOc1ccc(-c2cc(C(F)(F)F)c(C#N)c(SCC(=O)O)n2)cc1 | i | i
COc1cc(NC(=O)CSc2ccccc2)c(C(=O)O)cc1OC | i | i
COc1ccc2nc(SCC(=O)Nc3ccccc3C)[nH]c2c1 | i | i
COc1ccc(-c2ccc3nnc(SCC(=O)Nc4ccc(NC(C)=O)cc4)n3n2)cc1 | i | i
Cn1c(CNC(=O)OC(C)(C)C)nnc1SCc1c(Cl)cccc1Cl | i | i
CSc1nncc(/C(C)=N/O)n1 | i | i
CCOCCCn1c(SCC(=O)Nc2ccc3[nH]c(=O)[nH]c3c2)nc2ccccc2c1=O | i | i
O=C(CSc1nncn1-c1cccnc1)N1CCOCC1 | i | i

(cont.)
SMILES | CHT inh | CHT allo act
Cc1ccc(/C(N)=N/OC(=O)C23CC4CC(CC(C4)C2)C3)cc1 | i | i
CCCCc1nc(C(N)=O)c2[nH]c(=O)n(-c3ccc(OCC)cc3)c2n1 | i | i
CCOC(=O)N1CCC(NC(=O)C2CCCN(c3nc4ccccc4o3)C2)CC1 (stereo not given) | i | i
S=C(NCCNC(=S)Nc1ccccc1)Nc1ccccc1 | i | i
Cc1ccc(-n2c(N)c(C(=O)N3CCCCC3)sc2=S)cc1 | i | i
CC(=O)c1sc(-c2ccc(F)cc2F)nc1C | i | i
CCOC(=O)c1ccc(NC(=O)Cn2nc(C)c3ccccc3c2=O)cc1 | i | i
COc1ccc(Cl)cc1S(=O)(=O)N1CCN=C1Cc1ccccc1 | i | i

Compound activity from PubChem BioAssay.
